PLCb3 inh – human PLC-beta3 inhibitors, primary screen, biochemical, fluorescence | 1-phosphatidylinositol 4,5-bisphosphate phosphodiesterase beta-3 (Homo sapiens), Q01970 | Purified PLC-beta3, fluorogenic substrate | inhibition, % at 12.2 µM | 0.18% of 370,000 active; in the data active = inhibition above about 11%;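 note: 0% = median of compound wells on plate and 100% = full blocker control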
FXN GAA850 act – FXN promoter activators, primary screen, cell-based, luciferase luminescence, HEK293 lucGAA850. HEK293 lucGAA850 FXN promoter luciferase reporter, 24 h; percent of 10 µM SAHA response. activation, % at 6 µM. 0.56% of 360,000 active. AID 540364, 2011;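 active = activation above the average of all compounds screened plus 3 SD, cutoff fixed separately per campaign, cut at about 7.5% in these data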;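 note: 0% = DMSO wells and 100% = 10 µM SAHA wells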
hgDAF12 agonist – H. glycines DAF-12 receptor agonists, primary screen, cell-based, luminescence, HEK293, GAL4 fusion, UAS-luciferase | HEK293 GAL4-hgDAF12 UAS-luciferase reporter, agonist luminescence; normalized to butyrate control | AID 687014, 2013 | 1.8% of 370,000 active | activation, % at 6.8 µM;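 active = activation above a cutoff set at the mean of all screened compounds plus 3 SD, cut at about 10% in these data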;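 note: 0% = DMSO wells and 100% = sodium butyrate wells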
hcDAF-12 act – H. contortus DAF-12 nuclear receptor activators, primary screen, cell-based, luminescence, HEK293, lit1-tk-luc reporter. HEK293 hcDAF-12 lit1-tk-luc reporter; 0% DMSO, 100% Δ7-dafachronic acid. activation, % at 6.8 µM. 1.4% of 370,000 active. AID 652067, 2013;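 active = activation above the mean of all tested compounds plus 3 SD, cut at about 5.5% in these data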;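 note: 100% = response to 3 µM Δ7-dafachronic acid high control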
ADAM17 inh – ADAM17 inhibitors, primary screen, biochemical, QFRET; Disintegrin and metalloproteinase domain-containing protein 17 (Homo sapiens), P78536; recombinant ADAM17, EDANS/DABCYL FRET peptide cleavage; inhibition, % at 6.95 µM; 0.83% of 370,000 active; AID 720648, 2013;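 active = inhibition above the mean of compounds lying between control limits plus 3 SD, set per campaign, cut at about 8.5% in these data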;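 note: 0% = DMSO-only wells as the low control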
sPLA2-III inh – human group III sPLA2 inhibitors, primary screen, biochemical, QFRET, BODIPY PC-A2 liposome substrate | 0.56% of 370,000 active | QFRET BODIPY PC-A2 liposome hydrolysis, fluorescence | AID 743126, 2013 | inhibition, % at 12.2 µM | Group 3 secretory phospholipase A2 (Homo sapiens), Q9NZ20;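 active = inhibition above mean plus 3 SD of compounds lying within the high and low control bounds, cut at about 19% in these data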;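 note: 0% = median of test compound wells and 100% = no enzyme DMSO wells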
ADAM10 inh – human ADAM10 inhibitors, primary screen, biochemical, QFRET, HTS. recombinant ADAM10, EDANS/DABCYL FRET peptide cleavage, 3 h. Disintegrin and metalloproteinase domain-containing protein 10 (Homo sapiens), O14672. AID 720582, 2013. inhibition, % at 7 µM. 0.62% of 370,000 active;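 active = inhibition above a per-campaign cutoff equal to the mean of compounds falling between control-based bounds plus 3 SD, cut at about 20% in these data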;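 note: 0% = DMSO wells while the 100% control is not disclosed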
Target sequence (O14672 214-748 limits assumed): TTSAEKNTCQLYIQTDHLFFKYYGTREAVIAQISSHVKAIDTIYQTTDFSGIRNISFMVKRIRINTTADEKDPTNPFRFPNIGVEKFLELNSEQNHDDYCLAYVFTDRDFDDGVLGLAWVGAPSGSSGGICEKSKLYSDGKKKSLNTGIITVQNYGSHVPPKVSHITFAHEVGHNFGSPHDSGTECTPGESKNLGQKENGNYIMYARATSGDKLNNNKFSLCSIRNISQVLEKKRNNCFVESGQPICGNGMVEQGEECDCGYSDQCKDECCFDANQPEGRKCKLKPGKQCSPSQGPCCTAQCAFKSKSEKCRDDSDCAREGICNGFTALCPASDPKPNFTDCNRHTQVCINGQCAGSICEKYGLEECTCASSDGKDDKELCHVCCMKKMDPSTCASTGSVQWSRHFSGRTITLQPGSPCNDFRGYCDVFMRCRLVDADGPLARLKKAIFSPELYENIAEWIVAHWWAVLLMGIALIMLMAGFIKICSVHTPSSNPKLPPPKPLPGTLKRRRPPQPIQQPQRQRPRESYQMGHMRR
DAX1 inh-1 – DAX1 (NR0B1) inhibitors, primary screen, cell-based, HEK293, Gal4-DAX1, luciferase luminescence | HEK293 Gal4-DAX1 luciferase reporter | inhibition, % at 6.75 µM | 0.99% of 340,000 active | AID 504766, 2011 | Nuclear receptor subfamily 0 group B member 1 (Homo sapiens), P51843;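 active = inhibition above the mean over all tested compounds plus 3 SD, cut at about 4.2% in these data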;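 note: 0% = DAX1-transfected cells with DMSO and 100% = empty-vector control cells with DMSO; inhibition shows as a rise in luminescence from relieved DAX1 repression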
Target sequence (P51843 207-470 limits assumed): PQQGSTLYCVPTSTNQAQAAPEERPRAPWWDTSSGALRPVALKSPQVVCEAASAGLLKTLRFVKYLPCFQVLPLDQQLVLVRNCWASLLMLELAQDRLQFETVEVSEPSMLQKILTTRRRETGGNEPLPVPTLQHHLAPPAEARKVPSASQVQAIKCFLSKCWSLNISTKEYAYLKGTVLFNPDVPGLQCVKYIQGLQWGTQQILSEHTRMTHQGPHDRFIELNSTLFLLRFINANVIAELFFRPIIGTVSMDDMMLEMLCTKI
DAX1 inh-2 – DAX1 (NR0B1) inhibitors on StAR promoter, primary screen, cell-based, luminescence, SF-1 (NR5A1), full-length DAX-1 | inhibition, % at 6.8 µM | AID 652010, 2013 | 1.1% of 370,000 active | HEK293T StAR-luciferase reporter, SF-1/DAX-1 repression relief;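 active = inhibition above the mean over all tested compounds plus 3 SD, cut at about 3.6% in these data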;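 note: 0% = DAX-1 cells with DMSO and 100% = cells lacking DAX-1 with DMSO; higher inhibition means more luminescence from relief of DAX-1 repression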
PLCg1 inh – PLC-gamma1 enzyme inhibitors, primary screen, biochemical, fluorescence, purified enzyme; inhibition, % at 12.2 µM; 1-phosphatidylinositol 4,5-bisphosphate phosphodiesterase gamma-1 (Homo sapiens), P19174; AID 720700, 2013; fluorogenic substrate; 0.84% of 370,000 active; in the data active = inhibition above about 9.5%
ssDAF-12 act – S. stercoralis DAF-12 nuclear receptor activators, primary screen, cell-based, luminescence, HEK293, GRIP1 co-expression, lit1-tk-luc; activation, % at 6.8 µM; HEK293 ssDAF-12/GRIP1 lit1-tk-luc reporter; % of 3 µM dafachronic acid response; 1% of 370,000 active;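 active = activation above the mean over all tested compounds plus 3 SD, cut at about 0.9% in these data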;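 note: 0% = DMSO-only wells and 100% = 3 µM delta7-dafachronic acid wells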
* marks the source's active call; other numbers are inactive results.

How did CCCC(O)(c1ccc(OC)cc1)C(CN1CCOCC1)c1ccccc1 (stereo unspecified) do in these assays?
PLCb3 inh: 3; FXN GAA850 act: -2.5; hgDAF12 agonist: 6.4; hcDAF-12 act: -1.9; ADAM17 inh: 1; sPLA2-III inh: -1; ADAM10 inh: 6; DAX1 inh-1: 0.2; DAX1 inh-2: -0.9; PLCg1 inh: 1; ssDAF-12 act: -1.2

What do the screens show for `O=C1CSC(=S)N1c1cccc(F)c1`?
PLCb3 inh: -7; FXN GAA850 act: 2.9; hgDAF12 agonist: -1.6; hcDAF-12 act: -0.3; ADAM17 inh: -3; sPLA2-III inh: -1; ADAM10 inh: 1; DAX1 inh-1: 1.8; DAX1 inh-2: 0.1; PLCg1 inh: -1; ssDAF-12 act: -1.7

How did COCCn1c(SCC(=O)NCC2CCCO2)nc2c(c1=O)SCC2 (stereo unspecified) do in these assays?
PLCb3 inh: -6; FXN GAA850 act: -0.4; hgDAF12 agonist: 3.6; hcDAF-12 act: -2.1; ADAM17 inh: 1; sPLA2-III inh: 0; ADAM10 inh: -1; DAX1 inh-1: 0.8; DAX1 inh-2: -0.3; PLCg1 inh: -1; ssDAF-12 act: -0.3

What do the screens show for `COc1cc(NC(=O)[C@H](C)NC(=O)N2CCn3c2nc2ccccc23)cc(OC)c1`?
PLCb3 inh: -6; FXN GAA850 act: -1.9; hgDAF12 agonist: -1.4; hcDAF-12 act: 2.2; ADAM17 inh: 2; sPLA2-III inh: -9; ADAM10 inh: 4; DAX1 inh-1: -0.3; DAX1 inh-2: -0.6; PLCg1 inh: -2; ssDAF-12 act: -1.0

Results for CC(C)CCNC(=O)NC(=O)CN1C(=O)NC2(CCCCC2)C1=O ?
PLCb3 inh: -1; FXN GAA850 act: -2.1; hgDAF12 agonist: -2.6; hcDAF-12 act: -1.9; ADAM17 inh: -6; sPLA2-III inh: -10; ADAM10 inh: 3; DAX1 inh-1: 0.2; DAX1 inh-2: -0.6; PLCg1 inh: 0; ssDAF-12 act: -0.7

What do the screens show for `CCOCCCNC(=O)C(NC(=O)c1ccc(=O)[nH]c1)c1ccc(Cl)cc1` (stereo unspecified)?
PLCb3 inh: 3; FXN GAA850 act: -0.4; hgDAF12 agonist: 0.5; hcDAF-12 act: 3.3; ADAM17 inh: 1; sPLA2-III inh: -3; ADAM10 inh: 2; DAX1 inh-1: 0.3; DAX1 inh-2: 0.3; PLCg1 inh: 0; ssDAF-12 act: -0.6

How did COc1ccc(NC(=O)COc2ccc(/C=N/O)cc2OC)cc1 do in these assays?
PLCb3 inh: -5; FXN GAA850 act: 1.8; hgDAF12 agonist: 9.4; hcDAF-12 act: -0.8; ADAM17 inh: -2; sPLA2-III inh: -5; ADAM10 inh: 10; DAX1 inh-1: 0.7; DAX1 inh-2: 2.8; PLCg1 inh: 0; ssDAF-12 act: -1.2

What do the screens show for `Cc1cc(N=NC(=O)c2ccccc2)ccc1O`?
PLCb3 inh: -3; FXN GAA850 act: 1.8; hgDAF12 agonist: 4.5; hcDAF-12 act: 0.2; ADAM17 inh: 1; sPLA2-III inh: -6; ADAM10 inh: 0; DAX1 inh-1: 1.5; DAX1 inh-2: 0.1; PLCg1 inh: -5; ssDAF-12 act: -1.1

How did O=C(Cn1cc(SCc2ccccc2Cl)c2ccccc21)N1CCOCC1 do in these assays?
PLCb3 inh: -1; FXN GAA850 act: 9.9*; hgDAF12 agonist: 5.7; hcDAF-12 act: 11*; ADAM17 inh: 0; sPLA2-III inh: -17; ADAM10 inh: -4; DAX1 inh-1: -1.0; DAX1 inh-2: 1.4; PLCg1 inh: 3; ssDAF-12 act: -0.7

How did Cc1cc(C)cc(Nc2ccc(C(=O)O)cc2[N+](=O)[O-])c1 do in these assays?
PLCb3 inh: -2; FXN GAA850 act: 1.3; hgDAF12 agonist: -1.1; hcDAF-12 act: -1.6; ADAM17 inh: -7; sPLA2-III inh: 18; ADAM10 inh: 6; DAX1 inh-1: -0.2; DAX1 inh-2: 0.9; PLCg1 inh: 9; ssDAF-12 act: -1.1

What do the screens show for `CCC(C)NS(=O)(=O)c1ccc(NC(=O)CCC2CCCCC2)cc1` (stereo unspecified)?
PLCb3 inh: -2; FXN GAA850 act: 0.7; hgDAF12 agonist: 0.8; hcDAF-12 act: 0.3; ADAM17 inh: -1; sPLA2-III inh: -5; ADAM10 inh: 7; DAX1 inh-1: 1.8; DAX1 inh-2: -0.3; PLCg1 inh: -1; ssDAF-12 act: -0.5

Results for CCOc1ncccc1C(=O)OCC(=O)N1CCN(S(=O)(=O)c2ccccc2)CC1 ?
PLCb3 inh: 4; FXN GAA850 act: -1.3; hgDAF12 agonist: 4.2; hcDAF-12 act: 0.9; ADAM17 inh: -2; sPLA2-III inh: 2; ADAM10 inh: -5; DAX1 inh-1: -0.3; DAX1 inh-2: -0.5; PLCg1 inh: 4; ssDAF-12 act: -1.2

Results for Cc1c(Cl)cccc1NC(=O)CC(NCCN1CCOCC1)C(=O)O (stereo unspecified) ?
PLCb3 inh: -8; FXN GAA850 act: 0.2; hgDAF12 agonist: 1.8; hcDAF-12 act: -1.6; ADAM17 inh: -4; sPLA2-III inh: -2; ADAM10 inh: -2; DAX1 inh-1: 1.5; DAX1 inh-2: -0.2; PLCg1 inh: -1; ssDAF-12 act: -1.3

Results for COc1ccc(NC(=O)c2c(-c3ccccc3)noc2C)c(OC)c1 ?
PLCb3 inh: 0; FXN GAA850 act: -0.9; hgDAF12 agonist: -0.9; hcDAF-12 act: -4.2; ADAM17 inh: 0; sPLA2-III inh: -4; ADAM10 inh: 0; DAX1 inh-1: -1.2; DAX1 inh-2: -0.9; PLCg1 inh: -1; ssDAF-12 act: -2.1

Results for COc1ccc(CNC(=O)c2ccc3c(=O)n4c(nc3c2)CCCCC4)cc1OC ?
PLCb3 inh: -10; FXN GAA850 act: 0.7; hgDAF12 agonist: -7.0; hcDAF-12 act: -4.2; ADAM17 inh: -5; sPLA2-III inh: 2; ADAM10 inh: -12; DAX1 inh-1: -3.8; DAX1 inh-2: -7.3; PLCg1 inh: 1; ssDAF-12 act: -1.6

What do the screens show for `Cc1ccc(-c2nc(C)sc2CC(=O)Nc2nnc(C)s2)cc1`?
PLCb3 inh: -8; FXN GAA850 act: 0.4; hgDAF12 agonist: -3.6; hcDAF-12 act: 0.6; ADAM17 inh: -4; sPLA2-III inh: -3; ADAM10 inh: -6; DAX1 inh-1: -1.1; DAX1 inh-2: -0.9; PLCg1 inh: -4; ssDAF-12 act: -1.2

How did CN(Cc1nc(-c2cnccn2)no1)CC1CCN(Cc2ccccc2)CC1 do in these assays?
PLCb3 inh: -5; FXN GAA850 act: 2.8; hgDAF12 agonist: -1.1; hcDAF-12 act: -0.6; ADAM17 inh: -2; sPLA2-III inh: -4; ADAM10 inh: 1; DAX1 inh-1: 0.3; DAX1 inh-2: 0.6; PLCg1 inh: 0; ssDAF-12 act: -0.9

What do the screens show for `Cc1nonc1OCCNCc1c(C(=O)N2CCCCCCC2)nc2ccc(Cl)cn12`?
PLCb3 inh: -6; FXN GAA850 act: 1.1; hgDAF12 agonist: 0.4; hcDAF-12 act: 0.2; ADAM17 inh: -2; sPLA2-III inh: 0; ADAM10 inh: -5; DAX1 inh-1: -0.5; DAX1 inh-2: -0.1; PLCg1 inh: -4; ssDAF-12 act: -0.5

What do the screens show for `COc1ccccc1NC(=O)C1CC(C(C)C)OC1=O` (stereo unspecified)?
PLCb3 inh: 0; FXN GAA850 act: 1.0; hgDAF12 agonist: -1.0; hcDAF-12 act: -0.3; ADAM17 inh: 2; sPLA2-III inh: -79; ADAM10 inh: 7; DAX1 inh-2: 0.5; PLCg1 inh: 8; ssDAF-12 act: -0.9

What do the screens show for `CN(/N=C/c1cc(Br)cc(Br)c1O)c1cccc(C(F)(F)F)n1`?
PLCb3 inh: -34; FXN GAA850 act: 0.3; hgDAF12 agonist: -2.4; hcDAF-12 act: -0.2; ADAM17 inh: 1; sPLA2-III inh: 1; ADAM10 inh: -4; DAX1 inh-1: -0.3; DAX1 inh-2: -1.0; PLCg1 inh: -18; ssDAF-12 act: -1.4

How did Cc1cccc(NC(=O)C(C)C(=O)c2ccccc2)c1 (stereo unspecified) do in these assays?
PLCb3 inh: -5; FXN GAA850 act: -0.1; hgDAF12 agonist: -2.7; hcDAF-12 act: -1.5; ADAM17 inh: -2; sPLA2-III inh: 9; ADAM10 inh: 3; DAX1 inh-1: -0.5; DAX1 inh-2: -0.3; PLCg1 inh: 1; ssDAF-12 act: -1.1

Results for COc1ccccc1N(CC(=O)NC1CCCC1)C(=O)CCC(=O)Nc1ccccn1 ?
PLCb3 inh: -9; FXN GAA850 act: 1.6; hgDAF12 agonist: 4.5; hcDAF-12 act: -2.1; ADAM17 inh: -2; sPLA2-III inh: 1; ADAM10 inh: -9; DAX1 inh-1: 0.6; DAX1 inh-2: 0.1; PLCg1 inh: 0; ssDAF-12 act: -1.3

How did CC(C)OP(=O)(c1ccc(N(C)C)cc1)C(O)c1ccccc1F (stereo unspecified) do in these assays?
PLCb3 inh: 0; FXN GAA850 act: 0.7; hgDAF12 agonist: -1.0; hcDAF-12 act: -0.8; ADAM17 inh: -6; sPLA2-III inh: 6; ADAM10 inh: -3; DAX1 inh-1: -0.2; DAX1 inh-2: -1.2; PLCg1 inh: -2; ssDAF-12 act: -1.0

Random excerpt: 2 compounds from above, in no set order.
Results for COc1ccc(NC(=O)c2c(-c3ccccc3)noc2C)c(OC)c1 ?
PLCb3 inh: 0; FXN GAA850 act: -0.9; hgDAF12 agonist: -0.9; hcDAF-12 act: -4.2; ADAM17 inh: 0; sPLA2-III inh: -4; ADAM10 inh: 0; DAX1 inh-1: -1.2; DAX1 inh-2: -0.9; PLCg1 inh: -1; ssDAF-12 act: -2.1

Results for COc1ccccc1N(CC(=O)NC1CCCC1)C(=O)CCC(=O)Nc1ccccn1 ?
PLCb3 inh: -9; FXN GAA850 act: 1.6; hgDAF12 agonist: 4.5; hcDAF-12 act: -2.1; ADAM17 inh: -2; sPLA2-III inh: 1; ADAM10 inh: -9; DAX1 inh-1: 0.6; DAX1 inh-2: 0.1; PLCg1 inh: 0; ssDAF-12 act: -1.3

Bioassay records from PubChem BioAssay.
